High-throughput results from PubChem BioAssay.
PI4K2A block: PI4K2A (human) kinase inhibition | hit rate 0.13% among 420,000 | activity change, negative = inhibition, % at 76.9 µM | Q9BTU6 | purified PI4K2A, ADP-Glo luminescence, 1 h; stronger effect = lower value; in the data active = activity change below about -50%; inconclusive = mostly about -30% to -49%;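 also: -100% = wells without enzyme as full effect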
Target sequence (Q9BTU6 whole entry, looked up): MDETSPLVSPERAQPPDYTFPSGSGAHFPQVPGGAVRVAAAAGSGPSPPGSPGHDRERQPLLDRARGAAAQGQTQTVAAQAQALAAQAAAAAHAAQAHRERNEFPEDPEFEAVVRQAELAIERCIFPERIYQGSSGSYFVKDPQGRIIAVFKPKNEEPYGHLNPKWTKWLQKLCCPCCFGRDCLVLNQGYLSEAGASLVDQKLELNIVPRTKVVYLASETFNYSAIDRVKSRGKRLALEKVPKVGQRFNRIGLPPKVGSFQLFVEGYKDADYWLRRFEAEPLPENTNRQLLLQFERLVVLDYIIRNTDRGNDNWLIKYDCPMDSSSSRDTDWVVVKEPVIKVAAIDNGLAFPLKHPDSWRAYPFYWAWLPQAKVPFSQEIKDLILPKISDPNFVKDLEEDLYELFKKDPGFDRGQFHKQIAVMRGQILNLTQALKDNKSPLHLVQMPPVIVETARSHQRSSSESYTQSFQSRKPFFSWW
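PI4K2A activity was measured by ADP-Glo luminescence: enzyme (4 ug/mL stock) and phosphatidylinositol (1.2 mM stock) in Tris pH 7.5/MgCl2/EGTA/Triton X-100 buffer were reacted with ATP (300 microM stock) for one hour at ambient temperature.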
Vif-A3F inh: Vif-A3F binding inhibition. hit rate 0.2% among 390,000. HeLa A3F-eYFP + Vif (tagged APOBEC3F with the HIV-1 protein that degrades it), YFP fluorescence increase. Potency, µM (highest dose often 46.1 µM), for the others: top-dose activity, negative = active; also: potency is read from the fitted curve at half-maximal effect; % of control where 0% means no effect; nearly all actives have a fitted effect of over 65% in size
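HeLa cells stably expressing A3F-eYFP plus Vif, plated and incubated overnight at 37 deg C, then exposed to compounds overnight at 37 deg C. Blocked degradation read as raised yellow fluorescence (Ex 488/Em 500-530).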
GRP78 ERSR act: inducers of ER stress response in human glioma cells; U87-MG GRP78 promoter luciferase reporter, 16 h; Potency, µM, without a hit: at the highest dose activation, hits mostly activators; AID 602332; hit rate 0.02% among 420,000; also: potency is read from the fitted curve at half-maximal effect; series mostly up to about 76 µM; % of control where 0% means no effect; nearly all actives have a fitted effect of over 35% in size
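ERSR induction read as luciferase luminescence (Bright-Glo, 10 min at room temperature) in stably transfected human U87-MG glioma cells exposed to compounds for 16 h, using GRP78 as sensor.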
IDH1 R132H inh: inhibitors of human mutant IDH1 R132H; Potency, µM (titrated, usually from 76.6 µM), for inactives: at the highest dose activity change, negative = inhibition, actives largely listed as inhibitors; IDH1-R132H enzyme, NADPH consumption, diaphorase/resazurin fluorescence; O75874; hit rate 0.093% among 390,000; also: potency is read from the fitted curve at half-maximal effect; % is scaled to controls: 0 for no effect and ±100 for the full control effect; nearly all actives have a fitted effect of over 65% in size
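IDH1-R132H (0.5 ug/mL dispensed) in pH 7.5 Tris buffer was preincubated 30 min with compound, then given a substrate mix of 0.016 mM NADPH and 2 mM alpha-KG for 80 min at room temperature; remaining NADPH was read by diaphorase/resazurin fluorescence.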
USP1-UAF1 inh: inhibitors of human USP1/UAF1 deubiquitinase | O94782 | AID 743255 | hit rate 0.23% among 390,000 | recombinant USP1/UAF1, Ub-Rhodamine cleavage fluorescence | Potency, µM (top dose mostly 57.1 µM), without a hit: at the top dose activity change, negative = inhibition, actives largely listed as inhibitors; also: potency is read from the fitted curve at half-maximal effect; % is scaled to controls: 0 for no effect and ±100 for the full control effect; nearly all actives have a fitted effect of over 60% in size; inactives centre near -12
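In this screen, compounds sit with the deubiquitinase complex (1nM) for 15 min at room temperature before Ub-Rho is added at 150nM final. Fluorescence rise is then followed for 6 reads every 60 seconds.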
Vif-APOBEC3G blk: blocks the Vif interaction with human APOBEC3G. Q9HC16. HeLa A3G-eYFP + Vif (tagged APOBEC3G with the HIV-1 protein that degrades it), YFP fluorescence, overnight. Potency, µM (doses to about 46.1 µM), for the others: top-dose activity, negative = active, actives largely listed as inhibitors. hit rate 0.076% among 410,000;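 also: potency is read from the fitted curve at half-maximal effect; % is scaled to controls: 0 for no effect and ±100 for the full control effect; nearly all actives have a fitted effect of over 60% in size; hits raise eYFP signal because A3G escapes Vif-driven loss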
Target sequence (Q9HC16 whole entry, looked up): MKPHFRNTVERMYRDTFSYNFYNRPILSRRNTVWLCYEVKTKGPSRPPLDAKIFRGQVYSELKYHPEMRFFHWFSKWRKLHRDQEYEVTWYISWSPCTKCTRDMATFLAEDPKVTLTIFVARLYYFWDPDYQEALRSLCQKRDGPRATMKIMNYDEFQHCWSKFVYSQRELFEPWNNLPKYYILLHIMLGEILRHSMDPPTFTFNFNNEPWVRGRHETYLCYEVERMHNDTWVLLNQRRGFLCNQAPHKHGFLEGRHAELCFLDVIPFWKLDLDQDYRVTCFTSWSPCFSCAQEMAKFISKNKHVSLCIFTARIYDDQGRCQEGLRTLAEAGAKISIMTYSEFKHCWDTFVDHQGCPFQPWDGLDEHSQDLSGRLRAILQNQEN
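HeLa cells stably expressing Vif and C-terminally eYFP-tagged A3G, seeded overnight at 37 deg C, then exposed to compound by pintool overnight at 37 deg C. Rise in yellow fluorescence (Ex 488/Em 500-530, Acumen) marks blocked Vif-driven A3G degradation.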
LDHA inh: blocks human lactate dehydrogenase A; purified LDHA, NADH/diaphorase-resazurin fluorescence; stronger effect = lower value; hit rate 0.15% among 480,000; activity change, % (values are at about 110 or 230 µM); P00338; in the data active = activity change below about -30%; inconclusive = mostly about -25% to -30%;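 also: plate controls were DMSO wells for no effect and wells without enzyme for full effect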
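Human LDH5 (2 nM) was incubated with 0.06 mM NADH and 0.2 mM pyruvate for 5 min at room temperature in Tris pH 7.4. Remaining NADH was coupled through diaphorase/resazurin, and resorufin fluorescence was read at 0 and 20 min.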
TrxR1 substrate: is turned over as a substrate by rat TrxR1. hit rate 0.01% among 390,000. Potency, µM (top dose mostly 114 µM), inactives show top-dose activity change, negative = substrate turnover. purified TrxR1 substrate turnover, NADPH consumption readout. O89049; also: potency is read from the fitted curve at half-maximal effect; % is scaled to controls: 0 for no effect and ±100 for the full control effect; nearly all actives have a fitted effect of over 50% in size
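Rat TrxR1, dispensed at 90 nM, was prereduced with 400 uM NADPH (final) for 5 min at ~22 deg C, then incubated with compound 15 min before 400 uM selenite. A first-read NADPH fluorescence drop versus no-compound background flagged substrates.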
RXFP1 agonist: agonists of human relaxin receptor RXFP1. hit rate 0.3% among 370,000. Q9HBX9. HEK293T-RXFP1 cAMP TR-FRET, 30 min; response scale: percent of porcine relaxin response, buffer zero. Potency, µM (series often up to 57.5 µM), inactives show top-dose activation, most hits filed as activators; also: potency is read from the fitted curve at half-maximal effect; % is scaled to controls: 0 for no effect and ±100 for the full control effect; nearly all actives have a fitted effect of over 60% in size; many of its hits are not listed in these tables
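cAMP rise read by TR-FRET after 30 min, 37C compound exposure (up to 58 uM) in RXFP1-transfected HEK293 cells with Ro 20174 present. EC50 from Hill-equation fits, with 29 nM porcine relaxin as 100% and buffer as basal.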
Starred values were filed as active, the others as inactive; ? = inconclusive; . = not tested or not shown; & = joins results of further samples; [ ] = another dose, or the depositor's remark. Unless noted, calls follow the shape of the dose curve; as a rule, active = well fitted curve in the direction sought with a large enough effect; inconclusive = small, poorly fitted or top-dose-only effect, or another doubt; inactive = no such curve, though single readings can be large; an effect the other way counts as inactive or inconclusive. Not all compounds are listed. The share of hits here may be higher or lower than overall.

Value order: PI4K2A block	Vif-A3F inh	GRP78 ERSR act	IDH1 R132H inh	USP1-UAF1 inh	Vif-APOBEC3G blk	LDHA inh	TrxR1 substrate	RXFP1 agonist
COc1ccc(NC(=O)Cn2c(CCC(=O)O)ccc2-c2ccc(C)cc2)cc1
  6	-22%	-1%	-9%	-24%	0%	-7	2%	-1.5%
CCSc1nnc(NC(=O)c2csc3c2CCCC3)s1
  -1	-5%	4%	-4%	?	2%	-5	20%	13%
O=C(Nc1ccccc1)c1ccccc1OCC(O)CN1C(=O)c2ccccc2S1(=O)=O (configuration not stated)
  6	0%	-3%	13%	-16%	5%	3	-10%	2.5%
CC1=NN(c2ccccc2)C(=O)C1C(=S)SC1CC(=O)NC1=O (configuration not stated)
  -15	?	2%	6%	-27%	-8%	2	.	.
Cc1ccc2nc(-c3ccccc3)cc(C(=O)NNC(=O)c3csc(N4CCOCC4)n3)c2c1
  2	6%	-4%	4%	-19%	-7%	-5	-8%	1.2%
C=CCN(c1ccccc1)S(=O)(=O)c1cccc(C(=O)NCC(c2cccs2)N2CCOCC2)c1 (configuration not stated)
  -1	-10%	1%	0%	-1%	3%	0	-4%	0.4%
CCN1CCc2c(OCC(=O)Nc3cccc(C)c3)cccc2C1=O
  -4	7%	-1%	-1%	3%	0%	-4	7%[57.1 µM]	1.8%
COC(=O)c1sc2nc(CSc3ccc(Br)cc3)[nH]c(=O)c2c1C
  2	11µM*	-4%	-7%	-20%	-4%	-2	2%	-2.6%
COc1ccc(C(=O)Nc2nc3ccc(OC)cc3s2)cc1
  9	2%	4%	4%	-9%	1%	3	20%	-1.5%
Cn1c(N2CCCCC2)cc(=O)n(C)c1=O
  2	-10%	-3%	-4%	-6%	2%	-5	12%[57.1 µM]	0.8%

Going on with the list:
Value order: PI4K2A block	Vif-A3F inh	GRP78 ERSR act	IDH1 R132H inh	USP1-UAF1 inh	Vif-APOBEC3G blk	LDHA inh	TrxR1 substrate	RXFP1 agonist
CO/N=C/c1ccc(N2CCCC2)c([N+](=O)[O-])c1
  4	-11%	6%	7%	-12%	-4%	-9	-3%	1.0%
CC1Cc2ccccc2N1C(=O)CSc1nnc(-c2ccccc2Cl)o1 (configuration not stated)
  0	.	.	.	-20%	.	-7	-10%	4.1%
Cc1ccc(C(=O)N(C)CC(=O)Nc2ccc(Cl)c(C(F)(F)F)c2)cc1S(=O)(=O)N1CCCCC1
  4	-2%	-6%	-2%	-15%	-8%	-17	-16%	2.0%
Cn1c(SCC2CCCO2)nnc1-c1cccc([N+](=O)[O-])c1 (configuration not stated)
  0	3%	0%	0%	-16%	5%	1	8%	0.4%
O=C(c1cccs1)N1C[C@H](n2cc(C3CC3)nn2)[C@@H](O)C[C@@H]1c1ccc(Cl)cc1
  -3	5%	-3%	-6%	-10%	-3%	-18	.	.
COc1ccc(C)cc1NC(=O)c1cnc2scc(C)n2c1=O
  -6	-11%	0%	-3%	6%	4%	-2	24%	24%
COc1ccc(N2CCN(C(=O)c3ccc4c(c3)CCN4S(=O)(=O)c3ccccc3)CC2)cc1
  -1&-6	8%&5%	0%&1%	-1%&1%	?	4%&4%	-5&2	-7%&-14%	-5.7%&-2.2%
O=C(NCc1ccccc1)c1cccc(NC(=O)C2CCC2)c1
  1	-3%	1%	1%[38.3 µM]	-21%	-7%	-7	4%	.
Cc1ccc(N2C(=O)CC(N3CCN(c4ccc(F)cc4)CC3)C2=O)c(C)c1 (configuration not stated)
  -2	-12%	-4%	-2%	-16%	4%	0	2%	0.3%
O=C(CSCc1ccccc1Cl)NNC(=O)c1ccccc1
  -2	0%	-3%	7%	-10%	4%	-3	2%	-1.7%

A draw from above in order of heavy-atom count, ascending:
Value order: PI4K2A block	Vif-A3F inh	GRP78 ERSR act	IDH1 R132H inh	USP1-UAF1 inh	Vif-APOBEC3G blk	LDHA inh	TrxR1 substrate	RXFP1 agonist
COc1ccc(C)cc1NC(=O)c1cnc2scc(C)n2c1=O
  -6	-11%	0%	-3%	6%	4%	-2	24%	24%
CC1Cc2ccccc2N1C(=O)CSc1nnc(-c2ccccc2Cl)o1 (configuration not stated)
  0	.	.	.	-20%	.	-7	-10%	4.1%
Cc1ccc(N2C(=O)CC(N3CCN(c4ccc(F)cc4)CC3)C2=O)c(C)c1 (configuration not stated)
  -2	-12%	-4%	-2%	-16%	4%	0	2%	0.3%
O=C(c1cccs1)N1C[C@H](n2cc(C3CC3)nn2)[C@@H](O)C[C@@H]1c1ccc(Cl)cc1
  -3	5%	-3%	-6%	-10%	-3%	-18	.	.
Cc1ccc(C(=O)N(C)CC(=O)Nc2ccc(Cl)c(C(F)(F)F)c2)cc1S(=O)(=O)N1CCCCC1
  4	-2%	-6%	-2%	-15%	-8%	-17	-16%	2.0%

Going on with the list.
Value order: PI4K2A block	Vif-A3F inh	GRP78 ERSR act	IDH1 R132H inh	USP1-UAF1 inh	Vif-APOBEC3G blk	LDHA inh	TrxR1 substrate	RXFP1 agonist
O=C(/C=C/c1ccc(N2CCCCC2)c([N+](=O)[O-])c1)c1ccc(O)cc1
  4	17%	-1%	-3%	-31%	-24%	-14	-5%[57.1 µM]	0.8%
O=C(N/N=C/c1ccc(O)cc1)/C(=C/c1ccc([N+](=O)[O-])cc1)NC(=O)c1ccccc1
  -2	-5%	-3%	7%	-23%	0%	-1	-15%	2.6%
O=C(CN1C(=O)c2ccccc2C1=O)NC1(C(=O)O)CCCC1
  -5	2%	-2%	5%	?	1%	0	-4%[57.1 µM]	.
COc1ccccc1/C=N\NC(=O)c1ccc(COc2ccc(C)c(C)c2)o1
  3	3%	2%	17%	-3%	1%	-13	-11%	.
CC(C(=O)NCc1cccs1)n1cccc1 (configuration not stated)
  8	0%	-1%	12%	-11%	0%	0	7%[57.1 µM]	2.7%
CC(C)c1ccc(S(=O)(=O)c2cnc(=S)[nH]c2N)cc1
  -1	1%	-7%	-8%	-15%	-6%	-7	-4%	1.8%
Cc1c(C)c2ccc(OCC(=O)N3CCN(C(=O)C4COc5ccccc5O4)CC3)cc2oc1=O (configuration not stated)
  0	-1%	0%	-1%	-8%	3%	-16&-1	91%[activator]	2.3%
CC(=O)NC(C)(C)C1CC=C(C)/C(=N\O)C1 (configuration not stated)
  4	-9%	-3%	-7%	-7%	-1%	-2	5%[57.1 µM]	2.4%
O=C(c1ccccc1)c1ccc2nc(Nc3cc(Cl)ccc3O)c3nncn3c2c1
  -1	-10%	-2%	14%	?	-2%	-4	10%	0.4%
CN(N=Cc1ccccc1)C(=S)Nc1ccccc1
  -6	-2%	-3%	-10%	?	-3%	-13	.	.

Additional entries follow:
structure	PI4K2A block	Vif-A3F inh	GRP78 ERSR act	IDH1 R132H inh	USP1-UAF1 inh	Vif-APOBEC3G blk	LDHA inh	TrxR1 substrate	RXFP1 agonist
CC(CC(F)(F)F)N1CCC(n2nccc2NC(=O)CCCc2ccccc2)CC1 (configuration not stated)	2	0%	-1%	-1%	-17%	0%	-1	3%	0.7%
CC(Nc1ccc2ccccc2c1)C(=O)N/N=C/c1ccncc1 (configuration not stated)	9	1%	3%	0%	-21%	0%	-10	-14%	0.3%
C[C@@H]1CN([C@H](C)CO)C(=O)CCCn2cc(nn2)CO[C@H]1CN(C)C(=O)Nc1ccccc1	6	-1%	-4%	-7%	-24%	1%	-6	.	.
Cc1ccc(S(=O)(=O)NCC23C=CC(O2)C2C(=O)N(c4ccccc4)C(=O)C23)cc1 (configuration not stated)	9	0%	-5%	8%	-5%	3%	-4	0%	4.2%
OC(COc1ccccc1)CN1CCCCCC1 (configuration not stated)	0	-10%	-1%	-1%	-28%	1%	-4	6%[57.1 µM]	1.2%
CCc1cc(=O)oc2cc(OCC(=O)NCC3CCC(C(=O)O)CC3)ccc12 (configuration not stated)	-2	-1%	0%	-10%	-11%	-2%	-2	45%[activator]	2.3%
C=CCn1c(-c2cccn(Cc3ccccc3)c2=O)n[nH]c1=S	4	-7%	-4%	7%	-2%	1%	0	3%	-1.4%
CCN(c1ccccc1)C(CNS(=O)(=O)c1ccccc1)c1ccccc1 (configuration not stated)	2	.	.	.	-24%	.	-3	-6%	-0.9%
COC(=O)c1ccc(CS(=O)(=O)c2ccc(F)cc2)o1	-4	3%	-3%	3%	-14%	1%	-1	5%	1.1%
CCN1C(=O)CC(N2CCN(C(c3ccccc3)c3ccccc3)CC2)C1=O (configuration not stated)	-6	-16%	-2%	-6%	1%	1%	-1	6%[57.1 µM]	1.5%
O=C(Nc1cnc2ccccc2c1)C1COc2ccccc2O1 (configuration not stated)	4	-3%	4%	5%	-3%	-10%	-3	-1%	0.5%
O=c1c2ccccc2ncn1Cc1ccc(Cl)cc1	-4	3%	3%	0%	0%	0%	-5	-8%	0.7%
O=C(Nc1ccc(NC(=O)c2cccs2)cc1)c1ccc(Br)cc1	-2	4%	-1%	-3%	-8%	-2%	-2	8%	0.8%
